Bioassay records from PubChem BioAssay.
PolyA inhibitor = inhibitors of polyadenylation in S. cerevisiae | S. cerevisiae SKY197-pL101 polyadenylation reporter, beta-gal luminescence; efflux-impaired pdr1/pdr3 knockout yeast; score 100 = 6 SD above DMSO | calls only at 12 µM | 300,000 compounds, 0.02% hits | AID 1875;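 active = lowest replicate activity score at least 50, where 100 means six control SD above control mean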;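 note: yeast exposed to compound for 9 h at 30 °C; higher score means more reporter readthrough which indicates perturbed polyadenylation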
KCNK9 inh = blocks the human KCNK9 two-pore domain potassium channel. Q9NPC2. HEK293 KCNK9, FluxOR thallium flux fluorescence; hits give low values. B-score at 10 µM. 310,000 compounds, 1.2% hits;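 active = ratio B-score over 3 SD below the library mean, with starting fluorescence within 5 SD of its mean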;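 note: negative B-score means less thallium flux so channel inhibition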
RGS4 block = inhibitors of human RGS4 | AID 463165 | HEK293 M3R/RGS4 inducible, Fluo-4 calcium flux; hits give high values; triggered by carbachol at its EC20 | P49798 | B-score at 10 µM | 310,000 compounds, 0.45% hits;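 active = B-score, a plate-corrected calcium signal, over three deviations above library mean, with baseline fluorescence within five deviations of library mean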;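 note: RGS4 expression induced by doxycycline in cells with stable M3 receptor; B-score is computed from the integrated fluorescence ratio over baseline after carbachol; higher B-score means a larger calcium signal and so more RGS4 inhibition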
KCNQ1 inh = inhibitors of human KCNQ1 potassium channel | P51787 | CHO-K1 KCNQ1, FluxOR thallium flux fluorescence; hits give high values | B-score at 10 µM | 310,000 compounds, 1.3% hits;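 active = compounds whose thallium flux B-score, printed positive for inhibition, exceeds three library SD while starting fluorescence stays within three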;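 note: channel opened by potassium depolarization with thallium stimulus after 20 min compound exposure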
RGS4 act = RGS4 potentiation or activation; HEK293 M3R/inducible RGS4, carbachol calcium flux Fluo4; hits give low values; B-score at 10 µM; 310,000 compounds, 0.92% hits; AID 463111;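 active = B-score of the integrated calcium signal more than 4 SD below the library mean, with starting fluorescence not abnormally high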;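 note: negative B-score means reduced calcium response which marks RGS4 activation or potentiation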
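Also added: carbachol at ECmax as muscarinic agonist stimulus; Assay system: HEK293 cells with stable M3R and inducible RGS4; Timing: overnight RGS4 induction, 30 min dye load 37 °C, 20 min compound RT; Measured by: Fluo4-AM (2 µM) calcium-flux fluorescence, kinetic read.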
GSK3 alpha inh = inhibitors of human GSK-3 alpha kinase; P49840; ADP-Glo luminescence, 60 min; inhibition, % at 10 µM; 320,000 compounds, 0.1% hits;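 in the data active = inhibition above about 50%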;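 note: GST-tagged GSK-3 alpha with peptide substrate and 25 µM ATP; 0% = DMSO neutral wells and 100% = GW8510 positive control wells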
GSK3B inh = human GSK3beta kinase inhibition | GST-GSK3beta kinase, ADP-Glo luminescence, 60 min; hits give low values | P49841 | AID 2097 | 300,000 compounds, 0.038% hits | activity score (negative = inhibition), % at 10 µM;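 active = more than half of replicate wells score below -50%, meaning over 50% inhibition versus plate controls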;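 note: 0% = median DMSO wells and -100% = median GW8510 positive control wells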
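Test system – GST-tagged human GSK3beta kinase, cell-free · Incubation – 60 min enzyme reaction, room temperature · Signal – ADP-Glo luminescence · Also added – peptide substrate and ATP at 25 µM · Controls – DMSO neutral wells and GW8510 at 20 µM as positive · Buffer or medium – Tris/MgCl2 kinase buffer · Measure – Luminescence-derived activity versus plate DMSO and GW8510 wells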
KCNK3 block = human KCNK3 channel inhibition, primary screen | O14649 | CHO-KCNK3 thallium flux, FluxOR fluorescence; hits give low values | B-score at 10 µM | 340,000 compounds, 0.84% hits | AID 602410;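 active = B-score under library mean minus 4 SD, starting fluorescence ratio at most library mean plus 5 SD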;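 note: more negative B-score means stronger inhibition of thallium flux through KCNK3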
Dyrk1A ADPGlo = inhibitors of rat Dyrk1A kinase. 310,000 compounds, 0.43% hits. Q63470. ADP-Glo luminescence, NFATc1 peptide. inhibition, % at 12.5 µM; in the data active = inhibition above about 50%;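 note: plate controls were vehicle with enzyme for no effect and no enzyme for full effect; many of its hits are not listed in these tables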
KCNQ1 act = potentiators or activators of human KCNQ1 potassium channel. 310,000 compounds, 0.35% hits. B-score at 10 µM. CHO-K1 KCNQ1, thallium flux FluxOR fluorescence; hits give high values. AID 2648. P51787;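 active = fluorescence ratio B-score, a plate-corrected score, at least three library SD, with initial intensity B-score within 5 SD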
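assay system = KCNQ1-transfected CHO-K1 cells | medium = assay buffer with matched DMSO | probe or stimulus = depolarizing K+/Tl+ stimulus, K2SO4 and Tl2SO4 each 12.5 mM in 5x stock | dosing = single dose | incubation = dye 90 min, compound 20 min, room temperature | detection = kinetic FluxOR fluorescence, 10 s baseline plus 110 s post-stimulus | evaluation = ratio B score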
hERG rescue = shields human hERG channel from block by proarrhythmic agents. activation (rescue from dofetilide block), less the hit threshold, % at 10 µM. 310,000 compounds, 0.51% hits. CHO-hERG, FluxOR thallium flux, dofetilide IC70 present. Q12809. AID 1511;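 active = activation above the mean of controls blocked by dofetilide plus 5 SD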;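 note: thallium influx through hERG after potassium depolarization seen as dye fluorescence rise; in these data hits start at about 4.7%; inactives centre near -7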
Target sequence (Q12809 whole entry, looked up): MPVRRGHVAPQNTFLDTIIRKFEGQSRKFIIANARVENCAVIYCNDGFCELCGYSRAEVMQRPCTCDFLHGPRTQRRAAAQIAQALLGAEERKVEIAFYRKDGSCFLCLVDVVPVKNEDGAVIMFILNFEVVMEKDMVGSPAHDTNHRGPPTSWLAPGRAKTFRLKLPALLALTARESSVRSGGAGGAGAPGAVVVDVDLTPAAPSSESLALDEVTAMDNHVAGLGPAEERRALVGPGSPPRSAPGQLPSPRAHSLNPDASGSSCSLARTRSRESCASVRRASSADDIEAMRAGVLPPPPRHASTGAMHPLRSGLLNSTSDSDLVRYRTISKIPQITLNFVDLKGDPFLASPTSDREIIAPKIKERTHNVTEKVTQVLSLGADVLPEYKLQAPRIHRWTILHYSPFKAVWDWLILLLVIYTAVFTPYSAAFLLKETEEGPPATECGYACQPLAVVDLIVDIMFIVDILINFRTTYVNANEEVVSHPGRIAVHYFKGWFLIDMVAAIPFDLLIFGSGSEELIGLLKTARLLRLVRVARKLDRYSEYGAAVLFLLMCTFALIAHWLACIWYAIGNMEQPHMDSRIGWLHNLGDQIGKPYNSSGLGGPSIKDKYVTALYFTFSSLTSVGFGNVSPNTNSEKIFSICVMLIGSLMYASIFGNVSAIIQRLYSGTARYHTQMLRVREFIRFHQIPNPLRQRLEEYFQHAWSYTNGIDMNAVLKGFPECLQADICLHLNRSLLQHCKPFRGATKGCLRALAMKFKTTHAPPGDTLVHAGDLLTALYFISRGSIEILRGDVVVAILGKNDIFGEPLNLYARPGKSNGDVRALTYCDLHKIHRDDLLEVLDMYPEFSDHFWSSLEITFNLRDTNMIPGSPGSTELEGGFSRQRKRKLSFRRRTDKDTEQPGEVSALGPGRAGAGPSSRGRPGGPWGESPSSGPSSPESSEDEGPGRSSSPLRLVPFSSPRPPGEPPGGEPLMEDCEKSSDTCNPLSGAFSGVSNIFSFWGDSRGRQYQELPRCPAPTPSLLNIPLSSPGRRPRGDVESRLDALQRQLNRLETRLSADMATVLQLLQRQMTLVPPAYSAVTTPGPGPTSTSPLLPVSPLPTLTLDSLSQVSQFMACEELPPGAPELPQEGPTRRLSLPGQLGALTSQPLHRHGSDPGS
Active calls of the source: *; i = inactive; . = no result given. These rows are one share of the data; rates above refer to the full screens.

SMILES	PolyA inhibitor	KCNK9 inh	RGS4 block	KCNQ1 inh	RGS4 act	GSK3 alpha inh	GSK3B inh	KCNK3 block	Dyrk1A ADPGlo	KCNQ1 act	hERG rescue
CCC(=O)CC(c1ccccc1)c1c(O)c2ccccc2sc1=O (stereo not given)	i	i	i	i	i	-5	0	i	-6	i	-11
CCC(C)N1CCN(C(=O)COc2ccc3ccccc3c2)CC1 (stereo not given)	i	i	i	i	i	-3	1	i	3	i	-11
CCCCCCn1c(O)c(C=NC2CCCCC2N)c(=O)[nH]c1=O (stereo not given)	i	i	i	i	i	-1	-1	.	.	i	-10
O=c1c2ccccc2nc(-c2ccccc2)n1-c1cccnc1	i	i	i	i	i	3	0	i	1	i	-9
CCNC(=O)NC(=O)C(C)OC(=O)c1c(C)nn(Cc2ccccc2Cl)c1Cl (stereo not given)	i	i	i	i	i	0	0	i	-2	i	-5
CCN(CC)C(=O)c1ccc(NC(=O)c2cn(-c3ccccc3)nc2-c2ccc(OC)cc2)cc1	i	i	i	i	i	-2	0	i	-7	i	-10
COc1ccc(C)cc1NC(=O)c1c(C)nn(Cc2ccccc2)c1Cl	i	i	i	i	i	-2	-3	i	3	i	-7
CN1CCN(c2ccc(N)cc2)CC1	i	i	i	i	i	4	2	i	-2	i	-5
CCCn1nc2ccccc2c1P(=O)(N1CCOCC1)N1CCOCC1	i	i	i	i	i	-2	0	i	0	i	-7
COP(=O)(OC)C(NS(=O)(=O)c1ccccc1)C(Cl)(Cl)Cl (stereo not given)	i	i	i	i	i	-4	1	i	-4	i	-8
Clc1ccc(N2CCN(Cc3ccccc3Cl)CC2)cc1	i	i	i	i	i	-4	2	i	-6	i	-5
COc1ccc(F)cc1C(=O)C1CCCN(Cc2ccc(O)cc2)C1 (stereo not given)	i	i	i	i	i	-2	3	i	3	i	-2
Cc1cc(C(=O)NP(=O)(N2CCOCC2)N2CCOCC2)c(C)n1C1CC1	i	i	i	i	i	7	0	i	-6	i	-10
Nc1ccc(CCN2CCN(c3cccc(C(F)(F)F)c3)CC2)cc1	i	i	i	i	i	1	4	i	-4	i	-5
Cc1nn(Cc2ccccc2Cl)c(Cl)c1C(=O)OC(C(=O)NC(N)=O)C(C)C (stereo not given)	i	i	i	i	i	-1	4	i	-4	i	-9
Cc1cc(C=C2C(=O)N(C)C(=S)N(C)C2=O)c(C)n1C1CCCC1	i	i	i	i	i	-3	-2	i	7	i	-15
O=C(c1ccc2c(c1)N(Cc1ccccc1)CCS2)N1CCC2(CC1)OCCO2	i	i	i	i	i	-1	6	i	.	i	-12
CSc1ccc(C(=O)C(C)(C)N2CCOCC2)cc1	i	i	i	i	i	1	4	i	-5	i	-7
NP(=O)(Oc1ccc(Cl)cc1)Oc1ccc(Cl)cc1	i	i	i	i	i	0	3	i	0	i	-2
O=C(C1c2ccccc2C(=O)N2CCc3ccccc3C12)N1CCC2(CC1)OCCO2 (stereo not given)	i	i	i	i	i	-4	0	i	1	i	-6
CCOP(=O)(OCC)c1cc(CC)ccc1O	i	i	i	i	i	1	2	i	-5	i	-5
Cc1nc2c(c(=O)[nH]1)C(c1ccc([N+](=O)[O-])cc1)c1c(c3ccccc3oc1=O)O2 (stereo not given)	i	i	i	i	i	-1	-1	.	.	i	-4
CC(C)NS(=O)(=O)c1ccc(OCC(=O)N2CCN(Cc3ccccc3)CC2)c(Cl)c1	i	i	i	i	i	-1	1	i	8	i	-4
COc1cccc(-n2c(/C=C/c3ccc(O)c(O)c3)nc3ccccc3c2=O)c1	i	i	i	6*	i	-4	1	i	4	i	-28
O=C(COc1ccc2ccccc2c1)N1CCN(Cc2ccncc2)CC1	i	i	i	i	i	0	-3	i	2	i	-5
CN(C)C(=O)Oc1ccc([N+](=O)[O-])cc1	i	i	i	i	i	.	3	i	-9	i	-14
CC1=NN(Cc2c[nH]c3ccccc23)C(C)(C)C1	i	i	i	i	i	.	0	i	5	i	-3
C=CCn1c(O)c(C(C)=O)c(=O)[nH]c1=O (tested in a mixture with another compound)	i	i	i	i	i	0	1	i	2	i	-1
CC1=CC(=C2C(=O)NC(=S)NC2=O)C=C(C(F)(F)F)N1Cc1ccccc1	i	i	i	i	i	4	2	i	2	i	-15
CC(Cc1cccs1)NCc1ccccc1 (stereo not given)	i	i	i	i	i	-3	-1	i	.	i	-9
O=C(Nc1ccccc1)OC1CN=C(N[N+](=O)[O-])NC1 (stereo not given)	i	i	i	i	i	7	2	i	-3	i	-10
O=c1c2ccccc2nc(CN2CCOCC2)n1-c1ccccc1F	i	i	i	i	i	0	-4	i	5	i	-2
CCN1CCN(c2nc3ccccc3s2)CC1	i	i	i	i	i	0	-3	i	0	i	-5
Cc1nc2ccccc2n1C1CCN(Cc2nnnn2CCc2ccccc2)CC1	i	i	i	i	i	15	-11	i	-2	i	-7
C=CCn1c(O)c(C(CC)=NCCc2ccccc2)c(=O)[nH]c1=O	i	i	i	i	i	4	9	i	7	i	-12
COc1ccccc1-n1c(-c2ccccc2)nc2ccccc2c1=O	i	i	i	i	i	.	-2	i	0	i	-4

Quoted from the listing.
In GSK3B inh, CCOP(=O)(OCC)c1cc(CC)ccc1O shows 2
In GSK3B inh, CCN(CC)C(=O)c1ccc(NC(=O)c2cn(-c3ccccc3)nc2-c2ccc(OC)cc2)cc1 shows 0

(continued)
SMILES	PolyA inhibitor	KCNK9 inh	RGS4 block	KCNQ1 inh	RGS4 act	GSK3 alpha inh	GSK3B inh	KCNK3 block	Dyrk1A ADPGlo	KCNQ1 act	hERG rescue
CCOC(=O)C1=C(N)OC2=C(C(=O)CCC2)[C@]12C(=O)N(CC(N)=O)c1ccccc12	i	i	i	i	i	1	1	i	-9	i	-1
Cc1cccc(N2C(=O)NC(=O)/C(=C\c3cc(C)n(-c4sc5c(c4C#N)CCCC5)c3C)C2=O)c1C	i	i	i	i	i	-2	2	i	3	i	-9
CNc1cc(N2CCN(C)CC2)ccc1[N+](=O)[O-]	i	i	i	i	i	.	0	i	1	i	-5
CC(=O)[C@@]1(O)CC[C@H]2[C@@H]3CC=C4C[C@@H](O)CC[C@]4(C)[C@H]3CC[C@@]21C	i	i	i	i	i	-2	4	i	6	i	-8
O=c1c2ccccc2nc(/C=C/c2ccc([N+](=O)[O-])o2)n1-c1ccc(O)cc1	i	i	i	i	i	.	2	i	-2	i	-1
CN(C)C(=O)Oc1c(Cl)cc(Cl)c2ccccc12	i	i	i	i	i	1	2	i	2	i	-4
Cc1cc(=O)oc2c(C)c(OCC(=O)N3CCC(C(=O)O)(c4ccccc4)CC3)ccc12	i	i	i	i	i	-1	1	i	9	i	-8
COc1ccc(OC)c(N2C(=O)NC(=O)/C(=C/c3ccc([N+](=O)[O-])s3)C2=O)c1	i	i	5.8*	i	i	-3	0	i	0	i	-14
c1cncc(CNC2=NCCC2)c1	i	i	i	i	i	-4	0	i	-6	i	-11
O=c1[nH]c(O)c(C=Nc2ccc(Cl)c(C(F)(F)F)c2)c(=O)[nH]1	i	i	i	i	i	9	-3	i	3	i	-7
COc1ccccc1CCNC1C2CC3CC(C2)CC1C3 (stereo not given)	i	i	i	i	i	0	-2	i	2	i	-11
CC[n+]1c(SC)ccc2cc(OC)ccc21	i	i	i	i	i	1	2	i	9	i	-1
CC(NC(=O)Oc1ccccc1)C(c1cccs1)N1CCOCC1 (stereo not given)	i	i	i	i	i	0	2	i	-6	i	0
CN1CCN(C(=O)COc2ccc(-c3nc4ccccc4s3)cc2)CC1	i	i	i	i	i	-1	0	i	15	i	-4
CC(=O)N1N=C2C3CCN(CC3)C2C1c1ccccc1 (stereo not given)	i	i	i	i	i	-2	-5	i	6	i	-4
FC(F)(F)Oc1ccc(C2NCc3ccccc3-n3cccc32)cc1 (stereo not given)	i	i	i	i	i	0	4	i	3	i	-11
Cc1nc2c(c(=O)[nH]1)C(c1ccccc1Cl)c1c(c3ccccc3oc1=O)O2 (stereo not given)	i	i	i	i	i	0	1	.	.	i	-7
O=[N+]([O-])c1ccc(C2[C@H]3C(c4ccccc4)=NC4(CCCC4)N23)cc1 (stereo not given in full)	i	i	i	i	i	0	0	i	-4	i	-9
O=C(COc1ccc2ccc(=O)oc2c1)N1CCC(C(=O)O)(c2ccccc2)CC1	i	i	i	i	i	-2	3	i	4	i	-5
CCOC(=O)c1[nH]ncc1CN1CCCC(C(=O)c2cccc(Cl)c2)C1 (stereo not given)	i	i	i	i	i	-1	-2	i	1	i	-12
CN1C(=O)N(C)C(=O)C(CCc2ccncc2)(Cc2ccc3c(c2)OCO3)C1=O	i	i	i	i	i	-2	1	i	-2	i	-3
COc1ccc(CCn2c(O)c(/C=N/NC(=O)c3ccncc3)c(=O)[nH]c2=O)cc1OC	i	i	i	i	i	4	1	i	3	i	-10
COc1ccc(OCC#CCN2CCNCC2)cc1	i	i	i	i	i	-2	.	i	0	i	-5
CC(=O)c1ccc2c(c1)OCO2	i	i	i	i	i	1	1	i	6	i	-6
COc1ccc2c(C)c(CC(=O)N3C[C@H]4C[C@@H](C3)c3cccc(=O)n3C4)c(=O)oc2c1C	i	i	i	i	i	-2	2	i	-1	i	-9
CC1(C)CC(N(CCc2ccccc2)Cc2ccccc2)CCO1 (stereo not given)	i	i	i	i	i	-2	1	i	4	i	-8
CCc1ccccc1N1C(=O)CC(=O)NC1=O	i	i	i	i	i	1	-1	i	-3	i	-20
O=c1c2ccccc2nc(-c2ccc(-c3ccccc3)cc2)n1-c1ccncc1	i	i	i	i	i	-5	1	i	-4	i	2
COCCN1C(=O)NC(=O)/C(=C\c2ccc(Br)cc2)C1=O	i	i	i	i	i	2	-2	i	-4	i	-5
